AGP1 TOR yeast: yeast TOR pathway AGP1-GFP modulation. S. cerevisiae AGP1-GFP multiplex flow cytometry, 3 h; GFP as percent of DMSO wells. GFP response vs DMSO, % at 10 µM. actives 0.02% (n = 320,000). AID 2066;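 active means GFP response relative to DMSO above a set limit, near screen average plus 3 SD, cut at about 150% in these data; inconclusive means fewer than 70 cells counted for the yeast strain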;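 further: median GFP channel fluorescence of the gated AGP1 strain per well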
RPL19A TOR yeast: yeast TOR pathway RPL19A-GFP modulation. S. cerevisiae RPL19A-GFP strain, flow cytometry, 3 h; hits give low values. percent response vs DMSO, % at 10 µM. actives 0.3% (n = 330,000);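 active means percent response vs DMSO below 50%; inconclusive means fewer than 70 events counted for the yeast strain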;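 further: median channel GFP fluorescence of the barcoded RPL19A-GFP strain; ratio of sample median GFP to plate DMSO average so 100% = DMSO; lower means less RPL19A-GFP as with rapamycin TOR inhibition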
CIT2-GFP yeast: alters CIT2-GFP fluorescence in TOR pathway yeast screen | S. cerevisiae CIT2-GFP strain, flow cytometry, 3 h; 100 means same as DMSO wells | GFP response vs DMSO, % at 10 µM | actives 0.065% (n = 320,000);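 active means GFP response relative to DMSO above a set limit, near the screen mean plus 3 SD, cut at about 150% in these data; inconclusive means Fewer than 70 cells measured for a yeast strain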;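 further: ratio of well median GFP fluorescence to mean of DMSO wells on the plate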
MEP2-GFP yeast: alters MEP2-GFP fluorescence in TOR pathway yeast screen; S. cerevisiae MEP2-GFP strain, flow cytometry GFP, 3 h; 100% = DMSO control level; GFP response vs DMSO, % at 10 µM; actives 0.51% (n = 330,000);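 active means GFP response versus DMSO above a set limit, roughly screen mean plus 3 SD, cut at about 180% in these data; inconclusive means fewer than 70 cells counted for a yeast strain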;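 further: median GFP fluorescence of the barcode-gated MEP2-GFP cells per well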
LAP4 TOR yeast: modulators of TOR pathway LAP4-GFP in S. cerevisiae. S. cerevisiae LAP4-GFP multiplex, flow cytometry GFP, 3 h; median GFP as percent of DMSO wells. AID 2023. GFP response vs DMSO, % at 10 µM. actives 0.34% (n = 320,000);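 active means GFP response vs DMSO above a set limit, about the screen mean plus 3 SD, cut at about 150% in these data; inconclusive means under 70 cell events counted for the yeast strain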
Efflux pump inh: blocks antifungal efflux pumps in multiplex yeast assay. actives 0.44% (n = 330,000). inhibition, % at 10 µM. S. cerevisiae Candida pump triplex, Nile Red efflux;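 active means plate passing quality check with inhibition over a set limit, or well fluorescence over plate mean plus 4 SD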;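 further: Nile Red retained in pooled yeast measured as flow cytometry median fluorescence; 0% = buffer negative control and 100% = Enniatin B positive control; higher means more Nile Red kept so more efflux inhibition; some compounds called inactive have numbers as strong as hits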
Yeast superoxide: yeast age-related superoxide inhibition as caloric restriction mimetic | S. cerevisiae aged cells, superoxide DHE fluorescence; hits give low values | AID 2690 | actives 0.18% (n = 330,000) | superoxide response (% of plate mean), % at 10 µM;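 active means superoxide response under a set limit, about three screen SD below normal, cut at about 65% in these data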;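 further: yeast aged for seven days with compound at 30 °C before DHE staining; 100% = average MFI of all compound-treated wells on the plate with controls excluded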
AHR act: activates the human aryl hydrocarbon receptor | AHR-responsive luciferase reporter cells, luminescence | activation, % at 5 µM | actives 2.5% (n = 320,000) | AID 2796; in the data active means activation above about 47%;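 further: 0% = vehicle wells and 100% = reference agonist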
Target sequence (P35869 whole entry, looked up): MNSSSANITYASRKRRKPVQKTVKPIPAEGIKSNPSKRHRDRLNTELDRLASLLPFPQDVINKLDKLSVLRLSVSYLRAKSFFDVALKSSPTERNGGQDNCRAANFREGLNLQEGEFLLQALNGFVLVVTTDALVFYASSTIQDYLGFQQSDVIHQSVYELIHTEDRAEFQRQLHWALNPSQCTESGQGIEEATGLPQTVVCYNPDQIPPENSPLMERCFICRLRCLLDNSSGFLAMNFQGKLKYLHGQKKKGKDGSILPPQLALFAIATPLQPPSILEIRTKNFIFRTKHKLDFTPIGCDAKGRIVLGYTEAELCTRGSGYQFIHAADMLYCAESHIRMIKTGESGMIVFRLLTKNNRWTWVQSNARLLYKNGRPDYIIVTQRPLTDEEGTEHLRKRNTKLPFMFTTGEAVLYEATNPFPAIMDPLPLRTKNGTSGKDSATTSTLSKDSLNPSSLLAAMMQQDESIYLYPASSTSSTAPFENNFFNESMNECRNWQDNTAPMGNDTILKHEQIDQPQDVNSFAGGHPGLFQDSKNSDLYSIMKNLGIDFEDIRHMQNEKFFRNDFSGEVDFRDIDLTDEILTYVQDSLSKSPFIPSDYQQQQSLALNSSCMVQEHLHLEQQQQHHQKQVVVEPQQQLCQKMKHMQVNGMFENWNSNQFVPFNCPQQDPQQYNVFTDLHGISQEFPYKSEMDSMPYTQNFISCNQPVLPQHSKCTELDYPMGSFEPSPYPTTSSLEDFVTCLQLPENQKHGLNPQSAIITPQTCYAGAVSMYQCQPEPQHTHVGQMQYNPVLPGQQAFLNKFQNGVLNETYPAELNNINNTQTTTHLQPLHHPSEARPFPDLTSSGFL
Starred values were filed as active, the others as inactive; ? = inconclusive; / = not tested or not shown; [ ] = dose if it differs, or a comment. The order is random. About 3.9% of those tested had a hit in this group.

SMILES	AGP1 TOR yeast	RPL19A TOR yeast	CIT2-GFP yeast	MEP2-GFP yeast	LAP4 TOR yeast	Efflux pump inh	Yeast superoxide	AHR act
O=C(CSc1nccc(=O)[nH]1)Nc1ccc2ccccc2c1	100	99	106	100	97	-0.1	70	12
Cc1ccc(C2NC(=O)c3c(sc4c3CCN(C)C4)N2)o1 (stereo not drawn)	103	100	96	100	99	0.0	104	18
Cc1cc(=O)[nH]c(Nc2ccc(N(C)C)cc2)n1	98	102	103	103	90	0.0	92	55*
CCN(CC)CCC(c1ccc(N(C)C)cc1)c1c(OC)cc(OC)c2ccc(=O)oc12 (stereo not drawn)	99	94	90	94	96	-0.1	111	8
CC(=O)N1N=C(c2cccs2)CC1c1cccs1 (stereo not drawn)	89	91	81	102	106	0.2	71	2
O=C(NCCN1CCOCC1)C(=O)NCC1OCCN1S(=O)(=O)c1ccc(Br)cc1 (stereo not drawn)	100	101	103	104	105	-4.0	102	0
COc1cccc(CN2CCN(Cc3ccc(C)o3)CC2CCO)c1 (stereo not drawn)	97	100	100	100	111	-0.1	92	42
NC(=O)c1ccc(C2SCC(=O)N2Cc2ccccc2)cc1 (stereo not drawn)	91	/	93	99	90	0.1	104	0
CC(C)CNC(=O)c1ccc(COc2ccc(Cl)cc2Cl)o1	92	98	100	107	107	-0.2	108	2
CCC(C)(C)n1nnnc1C(c1ccccc1)N1CCN(Cc2ccccc2)CC1 (stereo not drawn)	95	95	86	98	101	-0.2	102	3
CCC(=O)OC1(C)C(=O)C2=COC(c3ccc(OC)cc3)=CC2=C(Br)C1=O (stereo not drawn)	45	84	57	89	137	0.0	97	7
CCOC(=O)C1CCN(C(=O)CCc2nc3sc4c(c3c(=O)[nH]2)CCCC4)CC1	100	98	99	104	104	0.2	102	0
CCOc1ccc(/C=N\NC(=O)CC(=O)NCCc2ccccc2)cc1	103	104	107	104	96	-0.1	92	6
O=C1N(Cc2cccc(Cl)c2)C[C@@H]2C[C@@H](c3c[nH]c4ccccc34)N3CCC[C@@]123	94	89	87	97	99	0.1	90	10
CCc1ccc(C(=O)CSc2nc(N)cc(=O)[nH]2)cc1	102	101	101	110	93	-0.1	99	0
O=C(O)c1c(C(=O)O)c(-c2ccc(F)cc2)n2c1CCC2	102	103	97	105	91	0.2	99	3
Cc1ccc2cc(CN(CC3CCCO3)S(=O)(=O)c3ccccc3)c3nnnn3c2c1 (stereo not drawn)	105	100	99	110	115	0.0	96	5
c1ccc(-n2ncc3c2ncn2nc(CSc4nc5ccccc5s4)nc32)cc1	99	100	94	103	97	-0.1	112	7
CCC(CC)C(=O)Nc1cccc(/C(C)=N\NC(=O)c2ccc(C)s2)c1	103	101	106	98	99	0.0	91	6
CCn1c(=O)c2cc(C(=O)N(C)c3cc(C)ccc3OC)sc2c2ccccc21	92	97	85	100	88	0.2	85	0
N#Cc1c(-c2ccccc2)nc(SCc2ccc(Cl)cc2)[nH]c1=O	93	100	100	94	92	0.1	96	1
C=CCNC(=O)NC(=O)COC(=O)/C(C#N)=C/c1cc(C)n(CCC(C)C)c1C	103	103	105	106	100	0.0	102	2
COCc1c(C(=O)OCC(=O)NCCc2ccc(S(N)(=O)=O)cc2)oc2ccccc12	98	99	106	95	97	0.1	65*	1
COCC(=O)N1CCC(Oc2ccc(C(=O)NCc3cnc(C)cn3)cc2)CC1	?	91	89	?	86	0.2	109	0
N#C/C(=C\c1c(N2CCOCC2)nc2ccccn2c1=O)S(=O)(=O)c1ccccc1	99	98	101	96	91	-0.1	89	-1

Shown in CSV form: part of the list above.
SMILES,AGP1 TOR yeast,RPL19A TOR yeast,CIT2-GFP yeast,MEP2-GFP yeast,LAP4 TOR yeast,Efflux pump inh,Yeast superoxide,AHR act
CCn1c(=O)c2cc(C(=O)N(C)c3cc(C)ccc3OC)sc2c2ccccc21,92,97,85,100,88,0.2,85,0
N#Cc1c(-c2ccccc2)nc(SCc2ccc(Cl)cc2)[nH]c1=O,93,100,100,94,92,0.1,96,1

Remaining list, next part.
SMILES	AGP1 TOR yeast	RPL19A TOR yeast	CIT2-GFP yeast	MEP2-GFP yeast	LAP4 TOR yeast	Efflux pump inh	Yeast superoxide	AHR act
CN(CCC#N)C(=O)COC(=O)c1ccc2c(=O)n3c(nc2c1)CCC3	101	98	90	89	98	-0.2	100	1
O=C(Nc1cccc(C(=O)O)c1)/C(=C\c1ccc2c(c1)OCO2)NC(=O)c1ccco1	85[may fluoresce red]	?	86[may fluoresce red]	83[may fluoresce red]	?	-0.1	105	2
Cn1c(=O)n(Cc2ccccc2)c(=O)c2c1nc1n2CCCN1C1CCCCC1	107	102	101	99	96	-0.1	98	6
CCOC(=O)N1CCN(C(=O)c2ccc(Cn3c(=S)[nH]c4cc5c(cc4c3=O)OCO5)cc2)CC1	102	96	98	94	98	0.0	94	2
Cc1ccc(CN=c2c([N+](=O)[O-])nn(-c3cccc(C)c3)n2O)cc1	93	99	92	97	108	0.1	98	2
C=CCN(CC=C)C(=O)Nc1ccc2nc(C)sc2c1	96	95	96	98	95	-0.1	88	26
CCN(CC)c1ccc(NC(=O)c2cccc(C)c2OC)c(C)c1	104	101	99	104	109	0.0	91	-1
O=C(NCCC1CCCCN1S(=O)(=O)c1cccs1)C(=O)Nc1ccccc1 (stereo not drawn)	108	98	100	99	106	0.1	88	10
O=C(Nc1ccc(Cl)cc1)Nc1ccccc1C(=O)NCc1ccco1	102	99	97	101	95	-0.2	84	-1
CS(=O)(=O)N(CC(=O)Nc1ccc(S(=O)(=O)N2CCCC2)cc1)c1cccc(F)c1	100	92	88	82	96	0.2	97	5
O=C(CSc1ccc(-c2cccc([N+](=O)[O-])c2)nn1)NCc1ccccc1	102	99	101	100	100	0.0	104	-3
CSc1cccc(NC(=O)C(C)Sc2ccc(C)cc2)c1 (stereo not drawn)	105	105	/	103	121	0.1	105	3
O=C(Nc1cccc(-c2cn3c(n2)SCC3)c1)c1ccc(Br)o1	101	97	95	102	112	0.5	136	36
CC(=O)Nc1ccc(Nc2ncnc3c2cnn3-c2ccccc2)cc1	92	93	94	92	97	-0.2	106	-7
O=[N+]([O-])c1ccc(S(=O)(=O)Nc2ccccn2)cc1	98	108	99	113	94	0.1	100	1
O=C(/C=C/c1ccco1)NCC1(c2ccccc2)CCCC1	93	105	95	104	105	0.1	98	10
Cc1ccc(OCC(=O)N2N=C(C(F)(F)F)CC2(O)C(C)(C)C)cc1C (stereo not drawn)	102	102	102	106	112	0.3	109	6
CC(C)c1ccc(NC(=O)c2csnn2)cc1	91	94	90	100	99	0.5	102	8
CC1Cc2ccccc2N1CC(=O)NC(=O)NC1CCCCC1 (stereo not drawn)	103	103	100	96	99	0.0	83	5
CCCOc1ccc(C(=O)ON=C2CCN(C)CC2)cc1	101	101	98	103	101	0.0	94	-1
Cc1cc(=O)n2[nH]cnc2n1	93	98	99	98	87	-0.1	108	1
O=C(Cn1c(SCC(=O)N2CCCc3ccccc32)nc2ccccc21)N1CCCC1	108	99	105	98	104	0.0	104	0
Cn1nnnc1-c1cc(Br)ccc1NC(=O)c1ccccc1	101	99	97	101	96	-0.1	104	4
CCOC(=O)c1sc(-c2ccc(Cl)cc2Cl)nc1O	99	93	94	97	112	0.1	95	-5
COc1ccc(C=C2C(=O)c3ccccc3C2=O)cc1O	100	97	97	100	104	-0.1	102	11
CC(/C=C/c1ccccc1)=N\NC(=O)CCc1ccccc1	96	100	97	100	97	0.0	106	5
CCNS(=O)(=O)c1ccc(NS(=O)(=O)c2cc(C)ccc2C)cc1	99	97	107	87	89	0.0	86	-3

Reformatted with two lines to a compound: part of the list above.
Every second line gives: AGP1 TOR yeast | RPL19A TOR yeast | CIT2-GFP yeast | MEP2-GFP yeast | LAP4 TOR yeast | Efflux pump inh | Yeast superoxide | AHR act
- CN(CCC#N)C(=O)COC(=O)c1ccc2c(=O)n3c(nc2c1)CCC3
→ 101 | 98 | 90 | 89 | 98 | -0.2 | 100 | 1
- O=C(Nc1cccc(C(=O)O)c1)/C(=C\c1ccc2c(c1)OCO2)NC(=O)c1ccco1
→ 85[may fluoresce red] | ? | 86[may fluoresce red] | 83[may fluoresce red] | ? | -0.1 | 105 | 2
- Cn1c(=O)n(Cc2ccccc2)c(=O)c2c1nc1n2CCCN1C1CCCCC1
→ 107 | 102 | 101 | 99 | 96 | -0.1 | 98 | 6
- CCOC(=O)N1CCN(C(=O)c2ccc(Cn3c(=S)[nH]c4cc5c(cc4c3=O)OCO5)cc2)CC1
→ 102 | 96 | 98 | 94 | 98 | 0.0 | 94 | 2
- Cc1ccc(CN=c2c([N+](=O)[O-])nn(-c3cccc(C)c3)n2O)cc1
→ 93 | 99 | 92 | 97 | 108 | 0.1 | 98 | 2
- C=CCN(CC=C)C(=O)Nc1ccc2nc(C)sc2c1
→ 96 | 95 | 96 | 98 | 95 | -0.1 | 88 | 26
- CCN(CC)c1ccc(NC(=O)c2cccc(C)c2OC)c(C)c1
→ 104 | 101 | 99 | 104 | 109 | 0.0 | 91 | -1
- O=C(NCCC1CCCCN1S(=O)(=O)c1cccs1)C(=O)Nc1ccccc1 (stereo not drawn)
→ 108 | 98 | 100 | 99 | 106 | 0.1 | 88 | 10
- O=C(Nc1ccc(Cl)cc1)Nc1ccccc1C(=O)NCc1ccco1
→ 102 | 99 | 97 | 101 | 95 | -0.2 | 84 | -1
- CS(=O)(=O)N(CC(=O)Nc1ccc(S(=O)(=O)N2CCCC2)cc1)c1cccc(F)c1
→ 100 | 92 | 88 | 82 | 96 | 0.2 | 97 | 5
- O=C(CSc1ccc(-c2cccc([N+](=O)[O-])c2)nn1)NCc1ccccc1
→ 102 | 99 | 101 | 100 | 100 | 0.0 | 104 | -3
- CSc1cccc(NC(=O)C(C)Sc2ccc(C)cc2)c1 (stereo not drawn)
→ 105 | 105 | / | 103 | 121 | 0.1 | 105 | 3
- O=C(Nc1cccc(-c2cn3c(n2)SCC3)c1)c1ccc(Br)o1
→ 101 | 97 | 95 | 102 | 112 | 0.5 | 136 | 36
- CC(=O)Nc1ccc(Nc2ncnc3c2cnn3-c2ccccc2)cc1
→ 92 | 93 | 94 | 92 | 97 | -0.2 | 106 | -7

Screening results: PubChem, several laboratories
